# FXIIa inh 1536 – blocks human coagulation factor XIIa protease activity | P00748 | purified FXIIa, Boc-QGR-AMC fluorogenic substrate, 2 h | inhibition, % at 5 µM | actives 0.3% (n = 220,000); in the data active means inhibition above about 40%;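 further: 0% = enzyme with no compound and 100% = blank without enzyme; many of its hits are not listed in these tables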
# FXIa inh – blocks human coagulation factor XIa protease activity; purified FXIa, Boc-Glu-Ala-Arg-AMC fluorogenic substrate; inhibition, % at 5 µM; actives 0.14% (n = 220,000); AID 798;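 active means inhibition of at least 40%; inactive means inhibition below 40%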;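 further: fluorescence of freed AMC excited at 355 nm; 0% = enzyme without compound and 100% = no enzyme blank; many of its hits are not listed in these tables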
# Wee1 degr inh – inhibitors of human Wee1 degradation; reporter increase, % at 5 µM; HeLa Luc-Wee1K328M stability, luciferase luminescence; 100% = proteasome inhibitor MG132 effect; actives 1.2% (n = 220,000); AID 1321;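 active means activation above the mean of all tested compounds plus 3 SD, set per screening run, cut at about 8.8% in these data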;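 further: cells exposed to compound for 20 h before luminescence read; 0% = DMSO alone and 100% = MG132 at 30 µM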
# Target sequence (P30291 whole entry K328M): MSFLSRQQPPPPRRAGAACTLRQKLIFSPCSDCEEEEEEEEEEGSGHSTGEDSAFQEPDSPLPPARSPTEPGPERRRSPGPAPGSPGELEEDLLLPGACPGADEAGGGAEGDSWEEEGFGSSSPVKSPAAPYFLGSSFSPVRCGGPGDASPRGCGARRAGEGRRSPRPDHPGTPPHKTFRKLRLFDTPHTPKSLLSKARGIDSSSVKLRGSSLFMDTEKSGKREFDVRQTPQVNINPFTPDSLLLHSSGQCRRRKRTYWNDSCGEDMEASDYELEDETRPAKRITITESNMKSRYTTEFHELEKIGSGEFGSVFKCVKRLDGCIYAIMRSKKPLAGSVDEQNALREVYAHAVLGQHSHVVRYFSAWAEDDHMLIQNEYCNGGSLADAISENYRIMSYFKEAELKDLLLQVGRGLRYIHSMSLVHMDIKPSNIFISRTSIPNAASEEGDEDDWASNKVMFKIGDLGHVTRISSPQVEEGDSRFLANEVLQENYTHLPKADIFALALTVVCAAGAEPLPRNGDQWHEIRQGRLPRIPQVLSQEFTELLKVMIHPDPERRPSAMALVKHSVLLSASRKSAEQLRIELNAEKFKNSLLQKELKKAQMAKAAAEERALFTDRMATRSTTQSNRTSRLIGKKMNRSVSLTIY
# thrombin 1536 – blocks human thrombin protease activity; actives 0.26% (n = 220,000); inhibition, % at 5 µM; P00734; alpha-thrombin, Boc-VPR-AMC fluorogenic substrate cleavage;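 active means inhibition at or above 40%; inactive means inhibition below 40%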;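 further: 0% = enzyme with no compound and 100% = wells without enzyme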
#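 System – human alpha-thrombin · Medium – pH 7.5 Tris (50 mM) with NaCl 150 mM, Tween 20 0.05% · Compound – single-point dosing at 5 µM, 0.2% DMSO · Incubation – enzyme reaction carried out at room temperature · Technique – fluorescence of released AMC, ex 355 nm, em 460 nm · Read-out basis – % inhibition of thrombin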
# p97 inhibitor – human p97 ATPase inhibition | inhibition, % at 8 µM | recombinant p97 ATPase, Kinase-Glo ATP luminescence, 3 h | actives 0.42% (n = 220,000) | P55072; in the data active means inhibition above about 15%;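 further: 0% = DMSO vehicle and 100% = wells lacking enzyme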
# PERK inh – blocks human PERK kinase; CHO PERK-DD fusion, SEAP luminescence translation reporter; inhibition, % at 5.6 µM; actives 0.17% (n = 220,000);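 active means inhibition above the mean inhibition of all tested compounds plus 3 SD, set separately per screening campaign, cut at about 2.9% in these data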;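 further: PERK kinase domain activated by AP20187 dimerizer at 100 nM; 0% = DMSO with dimerizer and 100% = rapamycin at 8.4 µM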
# KCC2 mod – KCC2 (human) Cl- transport modulation | Q9H2X9 | KCC2 cells, thallium flux FluoZin-2 fluorescence | B-score of Tl+ flux slope (higher = more flux/activation; lower = inhibition) at 10 µM | actives 2.2% (n = 190,000);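 active means thallium flux slope and its plate-corrected score both differing from the plate sample mean at a set confidence after two filtering rounds, in either direction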;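 further: slope of fluorescence scaled to starting intensity during 10 to 20 s after thallium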
# hK5 inh – blocks human kallikrein 5 protease activity. Q9Y337. recombinant hK5, fluorogenic AMC substrate cleavage. inhibition, % at 5 µM. actives 0.59% (n = 210,000). AID 873;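 active means inhibition of 40% or more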;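 further: 0% = enzyme controls without compound and 100% = no-enzyme blanks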
# Target sequence (Q9Y337 67-293 limits assumed): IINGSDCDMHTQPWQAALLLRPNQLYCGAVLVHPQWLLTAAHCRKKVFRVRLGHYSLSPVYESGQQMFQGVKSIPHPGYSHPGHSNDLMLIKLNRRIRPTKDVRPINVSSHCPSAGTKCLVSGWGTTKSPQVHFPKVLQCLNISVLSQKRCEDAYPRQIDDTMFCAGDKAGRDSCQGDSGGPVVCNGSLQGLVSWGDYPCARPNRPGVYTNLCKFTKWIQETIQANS
# Furin inh – inhibitors of human furin; inhibition, % at 30 µM; P09958; actives 0.061% (n = 220,000); AID 463115; purified furin, fluorogenic substrate cleavage; in the data active means inhibition above about 25%; further: inactives centre near -15
# Active calls of the source: *; i = inactive; . = not tested or not shown; [ ] = remark or other dose.
no.	molecule	FXIIa inh 1536	FXIa inh	Wee1 degr inh	thrombin 1536	p97 inhibitor
1	COC(=O)CSc1nnc(-c2ccc(S(=O)(=O)N3CCCCC3)cc2)o1	3	-1	1	-7	-1
2	CCOC(=O)C1CC(C)=C(C)CC1C(=O)O (stereo not drawn)	11	-1	-1	-2	1
3	COc1ccc(CCN(C)S(=O)(=O)c2ccc(Cl)nc2)cc1OC	12	0	1	2	-2
4	COCCn1c(SC2CCOC2=O)nc2ccccc2c1=O (stereo not drawn)	0	-5	1	-7	2
5	O=C(NC1CCCCC1)N1CCCC(CNS(=O)(=O)Cc2ccccc2)C1 (stereo not drawn)	7	-4	-2	-6	2
6	O=C(CN(CCO)c1ccccc1)Nc1ccc(Cl)c(S(=O)(=O)N2CCOCC2)c1	3	-2	0	-4	-1
7	O=C(CN1CCOCC1)Nc1ccc(S(=O)(=O)NC2CCCCC2)cc1	10	1	-4	-7	0
8	CCOC(=O)c1cccc(NC(=O)c2ccco2)c1	22	7	8	-6	0
9	Cc1sc(NC(=O)c2sc3nc4c(C)cccc4cc3c2N)c(C#N)c1C	14	8	1	7	5
10	c1ccc(N2CCN(Cc3ccsc3)CC2)nc1	11	5	-3	6	0
11	C=CC[n+]1c(-c2ccccc2)csc1NC(C)(C)C	10	12	0	-6	5
12	CC1CN(C(=O)c2cc3cc(Cl)cc(Cl)c3oc2=O)CC(C)O1 (stereo not drawn)	9	3	0	-6	1
13	CC(=O)Nc1ccc(NC(=O)c2ccccc2CC[N+](=O)[O-])cc1	18	0	-2	3	3
14	Cc1cc(C)nc(NC(=O)c2ccc(Cl)cc2Cl)n1	12	-3	-4	1	2
15	COc1cc(-c2ccc(=O)[nH]n2)ccc1OC(F)F	.	.	-1	.	2

no.	PERK inh	KCC2 mod	hK5 inh	Furin inh
1	1.2	0	-1	-29
2	-0.2	-0.21	-3	-16
3	-0.5	-1.5	4	-24
4	-0.7	1.5	-5	-17
5	0.6	-1.2	-3	-23
6	-0.3	0.89	0	-17
7	0.1	.	-13	-17
8	-0.6	-0.67	-11	-21
9	0.4	0.54	-211	-7[20 µM]
10	1.3	0.17	-19	-23
11	0.5	0.37	0	-18
12	-0.8	-1.2	-27	10[20 µM]
13	0.0	0.32	-8	-3[20 µM]
14	0.2	-0.15	2	-33
15	1.8	-0.42	.	.

# Gathered by group, those above containing a thiophene ring, fused or not
no.	molecule	FXIIa inh 1536	FXIa inh	Wee1 degr inh	thrombin 1536	p97 inhibitor
9	Cc1sc(NC(=O)c2sc3nc4c(C)cccc4cc3c2N)c(C#N)c1C	14	8	1	7	5
10	c1ccc(N2CCN(Cc3ccsc3)CC2)nc1	11	5	-3	6	0

no.	PERK inh	KCC2 mod	hK5 inh	Furin inh
9	0.4	0.54	-211	-7[20 µM]
10	1.3	0.17	-19	-23

# (list continues)
no.	molecule	FXIIa inh 1536	FXIa inh	Wee1 degr inh	thrombin 1536	p97 inhibitor
16	C=CCn1c(SCC(=O)c2c(N)n(CCC)c(=O)n(C)c2=O)nc2sc(CC)cc2c1=O	15	4	1	3	-1
17	Cc1noc(C)c1C(=O)N1CCN(CCc2ccccc2)CC1	13	0	0	1	-3
18	CCCC1=NN(c2ccc([N+](=O)[O-])cc2)C(=O)/C1=C/N(C)C	15	6	-1	-3	5
19	Cc1ccc(Cl)cc1N(CC(=O)N1CCCCCC1)S(C)(=O)=O	9	-5	-1	-1	4
20	NC(=O)C1CCCN(S(=O)(=O)c2ccc(Br)cc2)C1 (stereo not drawn)	14	-5	3	3	0
21	O=C(Nc1nn[nH]n1)C12CC3CC(CC(C3)C1)C2	1	-11	4	-5	2
22	NC(=O)C1CCN(C(=O)c2ccc(Oc3ccccc3)cc2)CC1	12	-4	0	6	-10
23	O=c1[nH]c2ccccc2n1CCCN1CCCCC1	1	-7	0	6	0
24	O=C(O)C1CC=CCC1C(=O)Nc1cc(Cl)ccc1Cl (stereo not drawn)	6	-3	0	-1	4
25	CC(C)c1nc(CN(C)C(=O)N[C@H](C(=O)N[C@@H](Cc2ccccc2)C[C@H](O)[C@H](Cc2ccccc2)NC(=O)OCc2cncs2)C(C)C)cs1	.	.	-2	.	0
26	CCc1ccccc1NC(=O)c1cc(-c2cccc(O)c2)on1	0	-5	0	-10	1
27	CC(/C=C/c1ccccc1)=N\NC(=O)CSc1ccccn1	12	-4	-2	0	-5
28	CN(C(=O)CSc1nnc(-c2cccc(F)c2)n1N)C1CCS(=O)(=O)C1 (stereo not drawn)	13	3	2	0	4
29	CCCc1cc(C(=O)NCCc2ccccc2)no1	16	1	2	2	2
30	CN(c1ccccc1)S(=O)(=O)c1cccc(C(=O)OCC(=O)NCc2ccco2)c1	2	-4	0	8	8

no.	PERK inh	KCC2 mod	hK5 inh	Furin inh
16	-1.0	-0.21	-12	-10[20 µM]
17	-1.4	-1.1	1	-12[20 µM]
18	1.0	0.21	4	-1
19	0.6	-0.014	-4	-19
20	0.4	.	-4	-8[20 µM]
21	1.1	-2.5	-13	-15[20 µM]
22	-1.2	-1.1	-27	-1[20 µM]
23	-0.3	-0.56	7	-19
24	0.4	-1	-19	-15[20 µM]
25	1.7	-2.6	.	.
26	0.9	0.39	-19	-11
27	-0.1	-0.81	-2	-19
28	1.4	0.65	.	-37
29	0.1	-2.1	-4	-19
30	1.3	-1.3	-3	-23

# (cont.)
no.	molecule	FXIIa inh 1536	FXIa inh	Wee1 degr inh	thrombin 1536	p97 inhibitor
31	O=C(c1cn(-c2ccccc2)nc1-c1ccc(Cl)s1)N1CCOCC1	15	5	0	2	-8
32	COc1ccc(C(=O)NCC(=O)N2CCc3ccccc3C2)cc1	9	1	-1	-3	-4
33	COc1cc(C2/C(=C(\O)c3cc(C)ccc3C)C(=O)C(=O)N2CCN(C)C)ccc1O (stereo not drawn)	14	7	-1	-1	3
34	O=C(N/N=C/c1ccc[nH]1)c1cccc(Br)c1	6	2	3	-13	-2
35	Cc1c(NC(=S)N/C(=N/S(=O)(=O)c2ccccc2)c2ccccc2)c(=O)n(-c2ccccc2)n1C	13	2	-2	-2	7
36	CCOc1ccccc1CNC(=O)CCCc1cn(C)c2ccccc12	13	8	0	7	-5
37	NC(=O)COC(=O)c1cccc(S(=O)(=O)N2CCN(c3ccccc3)CC2)c1	2	-3	5	1	2
38	CSc1cccc(NC(=S)N2CCC(N(C)C3CCCCCC3)CC2)c1	19	-1	0	1	1
39	O=C(NC1CC1)C1=C[C@H](c2c[nH]c3ccccc23)C[C@H](OCCCCO)O1	7	-1	.	-3	.
40	Cc1ccc(S(N)(=O)=O)c(C)c1N1CCCC1=O	11	-3	-1	-5	4
41	Cc1c(C(=O)OCC(=O)N2c3ccccc3CC2C)oc2ccccc12 (stereo not drawn)	-16	-10	2	-1	0
42	O=[N+]([O-])c1ccc(N2CCCC2)nc1N1CCCC1	4	-2	-2	-4	-3
43	CC(/C=N/NC(=O)CNc1n[nH]c(=O)[nH]c1=O)c1ccccc1 (stereo not drawn)	8	-4	-3	0	4
44	CCN1CCN(C(=O)c2ccccc2N(C)S(=O)(=O)c2ccc(C)cc2)CC1	22	3	-1	4	-5
45	O=C1CCCN1c1ccc(S(=O)(=O)Nc2cccnc2)cc1	4	-2	2	4	5

no.	PERK inh	KCC2 mod	hK5 inh	Furin inh
31	-0.5	-0.43	-1	-9[20 µM]
32	0.0	-0.14	3	-17
33	1.3	0.7	-2	-19
34	0.2	0.56	-6	12
35	1.2	-0.33	1	-15
36	-0.8	i	12	-1
37	0.5	.	-4	-17
38	-0.4	0.018	1	-15
39	.	2.1	-1	-24
40	0.5	0.61	2	-12
41	0.2	1.4	16	-12
42	0.6	0.93	-2	12
43	0.5	-0.98	0	-16
44	-0.9	-0.9	-4	-21[20 µM]
45	0.6	-0.019	-1	-15

# Quoted at random: four compounds from above
no.	molecule	FXIIa inh 1536	FXIa inh	Wee1 degr inh	thrombin 1536	p97 inhibitor
34	O=C(N/N=C/c1ccc[nH]1)c1cccc(Br)c1	6	2	3	-13	-2
45	O=C1CCCN1c1ccc(S(=O)(=O)Nc2cccnc2)cc1	4	-2	2	4	5
39	O=C(NC1CC1)C1=C[C@H](c2c[nH]c3ccccc23)C[C@H](OCCCCO)O1	7	-1	.	-3	.
41	Cc1c(C(=O)OCC(=O)N2c3ccccc3CC2C)oc2ccccc12 (stereo not drawn)	-16	-10	2	-1	0

no.	PERK inh	KCC2 mod	hK5 inh	Furin inh
34	0.2	0.56	-6	12
45	0.6	-0.019	-1	-15
39	.	2.1	-1	-24
41	0.2	1.4	16	-12

# Further results
no.	molecule	FXIIa inh 1536	FXIa inh	Wee1 degr inh	thrombin 1536	p97 inhibitor
46	COc1ccc(CN(C)Cc2nc(Cc3ccccc3Cl)no2)cc1OC	8	6	0	0	-3
47	Oc1cccc2ccc[n+](CC(O)Cn3c4ccccc4c4ccccc43)c12 (stereo not drawn)	21	19	18*	-5	3
48	CS(=O)(=O)c1cccc(C(=O)NCc2ccccc2)c1	19	4	4	-1	2
49	CC1CN(CCCOc2ccccc2[N+](=O)[O-])CC(C)O1 (stereo not drawn)	12	-15	-1	-2	-3
50	C=CCNC(=S)/N=c1/ccccn1CC	7	0	-1	-6	5
51	Cc1cccc(OCC(=O)N/N=C/c2cc([N+](=O)[O-])ccc2N2CCOCC2)c1	4	4	-1	-10	8
52	COCCNC(=O)c1ccc2c(=O)n(CCOC)c(=O)[nH]c2c1	4	-2	-1	-5	1
53	Cc1ccc(NCCCCO)cc1C	7	-1	-1	-7	1
54	CC(C)C(=O)Nc1cccc(C(=O)NCc2ccc(S(N)(=O)=O)cc2)c1	2	0	0	-5	-4
55	OCC1(Cc2ccccc2)CCN(Cc2cnc(-c3cccc4ccccc34)nc2)CC1	9	-1	-4	-10	-4
56	CCN(CC)CCn1c(=S)[nH]c2ncccc2c1=O	-10	-14	2	-7	1
57	CC(=O)COC(=O)c1cc(-c2ccc(C)cc2)nc2ccccc12	4	-4	1	-18	-8
58	COc1cc(C)c(C)cc1S(=O)(=O)N1CCN(Cc2ccccc2)CC1	11	1	14*	3	-6
59	S=c1[nH]cc(-c2ccccc2)[nH]1	3	0	4	-2	9
60	O=C1OC(Cc2ccncc2)C(O)=C1C1=NCCCN1 (stereo not drawn)	8	5	1	-8	-2
61	O=C(Nc1cn(-c2ccccc2)nc1-c1ccccc1)c1ccccc1	-4	-7	-1	-10	2
62	CCOC(=O)c1cc(C(=O)Nc2ccc(C)c(F)c2)nn1C	-4	-6	0	-5	-1
63	CCCn1c(=O)c2ccccc2n2c(SCCOc3ccc(Cl)cc3)nnc12	8	3	8	3	-4

no.	PERK inh	KCC2 mod	hK5 inh	Furin inh
46	1.2	.	.	-15
47	-0.6	-0.22	-25	-12
48	0.9	-0.25	1	-7
49	-0.1	-0.74	1	-20
50	0.9	0.77	0	-16
51	1.0	0.99	-20	0
52	1.4	-1	8	-21
53	1.9	-0.57	-3	-16
54	0.8	1	-20	-16[20 µM]
55	-0.1	0.19	1	-8
56	-0.2	0.85	-26	-6[20 µM]
57	-0.2	0.62	0	-20
58	-1.0	.	2	-16
59	1.8	-0.48	2	-17
60	0.7	-0.77	-16	-14
61	-0.4	-1.7	-15	-5
62	0.8	0.82	-7	-1[20 µM]
63	-1.1	-1.8	0	-7

# Screening results from PubChem BioAssay.

# Outcome played no part in choosing rows. About 4.4% of those tested had a hit in this group.
